RAD52 inh: RAD52 (human) annealing inhibition. recombinant RAD52 DNA annealing, FRET fluorescence. 360,000 compounds, 0.46% hits. AID 651710. inhibition, % at 18.7 µM. P43351;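 active = every replicate showing at least 50% inhibition; inconclusive = mean inhibition at least 50% but not in every replicate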
Target sequence (P43351 whole entry, looked up): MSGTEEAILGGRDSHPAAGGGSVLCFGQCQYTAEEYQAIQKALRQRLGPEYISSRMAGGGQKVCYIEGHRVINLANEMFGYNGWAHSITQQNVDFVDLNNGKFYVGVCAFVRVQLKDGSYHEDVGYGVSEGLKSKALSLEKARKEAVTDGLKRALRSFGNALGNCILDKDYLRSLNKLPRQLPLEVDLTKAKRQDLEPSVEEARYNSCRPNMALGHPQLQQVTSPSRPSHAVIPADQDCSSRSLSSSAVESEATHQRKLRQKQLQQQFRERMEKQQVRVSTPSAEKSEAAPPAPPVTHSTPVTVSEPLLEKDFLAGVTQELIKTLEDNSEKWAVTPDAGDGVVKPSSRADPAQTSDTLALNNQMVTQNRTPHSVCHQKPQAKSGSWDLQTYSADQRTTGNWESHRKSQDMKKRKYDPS
CFTR F508del cor: CFTR F508del correction in bronchial cells; 350,000 compounds, 0.36% hits; CFBE cells, YFP halide quenching; stimulated with forskolin plus potentiator P3; % fluorescence drop versus neutral controls; activity (quench increase), % at 7.58 µM;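 active = mean added fluorescence quench of at least 8% versus neutral control, with both replicates also reaching 8%; inconclusive = only one of the mean or replicate conditions met; inactive = mean below 8% and not both replicates reaching 8%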;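 also: cells transiently co-express mutant CFTR-F508del with the halide-sensitive YFP; corrector assay measuring rescue of mutant channel to the surface after 24 h compound exposure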
E-sel inducer: E-selectin induction on HUVECs | HUVEC E-selectin immunofluorescence imaging; normalized: neutral wells 0, TNF-alpha wells 100 | P16581 | activation, % at 7.58 µM | AID 686992 | 260,000 compounds, 0.37% hits;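 active = mean E-selectin-positive cell signal at least 10% of the positive control, reached in at least 60% of replicates, without over 20% cell loss; inconclusive = no rule given, readout overlaps actives, possibly toxicity-flagged; inactive = the rest, including those meeting only one limit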;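 also: in these data hits start at about 27%; measured in HUVEC primary endothelial cells; signal is the percent of cells scored E-selectin positive by PE staining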
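Read-out: % PE-positive cells | Test system: HUVEC | Doses: One compound dose added by pin transfer | Buffer or medium: EGM-2 over gelatin coat | Signal: Immunofluorescence imaging | Benchmarks: TNF-alpha, DMSO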
RAD54 inh: inhibitors of human RAD54 branch migration. Q92698. RAD54 Holliday junction branch migration, FAM/BHQ fluorescence. inhibition, % at 10.4 µM. 360,000 compounds, 0.14% hits. AID 602329;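 active = mean normalized replicate activity at least 40 and at least half of replicates scoring 40 or more; inconclusive = only one of the two criteria met; inactive = mean below 40 and under half of replicates reaching 40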;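 also: 0% = median of neutral control wells and 100% = median of positive control wells; inhibitors cause a drop in the FAM fluorescence signal; in these data hits start at about 50%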
CASP6 VEID inh: inhibitors of human caspase-6. purified caspase-6, Z-VEID-R110 cleavage fluorescence. inhibition, % at 12.5 µM. 350,000 compounds, 0.53% hits;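 active = mean inhibition across replicates at least about 35%, with every replicate also reaching that limit, limit read from the data; inconclusive = only one of the two criteria met; inactive = neither criterion met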;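 also: 0% = median of neutral control wells and 100% = no fluorescence left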
Target sequence (P55212 24-179 limits assumed): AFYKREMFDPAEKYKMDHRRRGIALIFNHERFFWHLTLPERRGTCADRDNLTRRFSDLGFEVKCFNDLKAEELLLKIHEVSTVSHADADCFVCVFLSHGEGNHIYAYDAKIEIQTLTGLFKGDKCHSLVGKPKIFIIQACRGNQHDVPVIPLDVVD
Target sequence (P55212 194-293 limits assumed): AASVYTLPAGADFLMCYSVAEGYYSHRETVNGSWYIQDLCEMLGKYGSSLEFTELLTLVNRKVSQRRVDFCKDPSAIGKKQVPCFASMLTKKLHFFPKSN
INS-1E GSIS act: GLuc luminescence reporter in INS-1E cells, primary screen for activators of glucose-dependent secretion of insulin | INS-1E GLuc reporter insulin secretion, 2-3 h | activation, % at 16.6 µM | 370,000 compounds, 0.61% hits | AID 743287;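 active = lowest replicate activation of at least 40%, so every replicate reaches that level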;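 also: 0% = median of neutral control wells and 100% = median of IBMX positive control wells; some compounds called inactive have numbers as strong as hits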
DENV2 CPE rescue: inhibitors of DENV2 cytopathic effect; DENV2-infected cells, cytopathic effect rescue, plate reader; CPE inhibition, % at 9.99 µM; 350,000 compounds, 1.7% hits; AID 651640; in the data active = CPE inhibition above about 20%, passing the limit was not always enough; inconclusive = no clear call, values can overlap the other calls; tested in BHK-21 cells;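 also: 0% = median of neutral control wells and 100% = median of positive control wells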
Xi reactivation: activators of X-chromosome reactivation in mouse fibroblasts; 360,000 compounds, 0.055% hits; XiGFP mouse fibroblasts, % GFP-positive cells imaging, 3 d; cells co-treated with 5-aza-dC sensitizer; scaled so ellipticine positive control = 100%; activation, % at 7.58 µM;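 active = mean normalized replicate activation at least 10% and every replicate at or above 10%; inconclusive = only one of the two criteria met; inactive = mean below 10% and not all replicates reach 10%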;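 also: 0% = median of on-plate neutral control wells and 100% = ellipticine 6 µM median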
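Schedule: 3 d treatment, 15 min room-temperature fixation; system: 68-5-11 XiGFP fibroblast line; buffer or medium: DMEM plus 5-aza-dC sensitizer; control set: ellipticine 6 µM positive control; compound: one concentration, pinned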
An asterisk follows results filed as active; u = inconclusive; x = not tested or not shown; & = joins results of further samples; ! = repeats disagree.

SMILES	RAD52 inh	CFTR F508del cor	E-sel inducer	RAD54 inh	CASP6 VEID inh	INS-1E GSIS act	DENV2 CPE rescue	Xi reactivation
C=CC1CN(CC(=O)OC)S(=O)(=O)c2ccccc21 (centres undefined)	-7	-0.1	0.2	5	0	9	-2	0.0
O=C(C1CCC1)N1CC2(C1)[C@H](c1ccccc1)[C@@H](CO)N2Cc1ccc(Cl)cc1	-36	-1.4	-0.1	x	-3	-13	-1	0.1
Clc1cncc(Cl)c1N/N=C/c1ccncc1	-8	x	x	9	2	8	9	0.0
COC(=O)c1ccccc1COc1cccn2c(N(C)CC3CC3)c(C)nc12	-5	2.4	0.0	10	3	37	-2	-0.1
CC(=O)N1c2ccc(S(=O)(=O)NCCC(=O)Nc3cccc(Cl)c3)cc2CC1C (centres undefined)	4	-0.4	x	-1	4	-14	16	0.1
O=C1C2CCCN2C(=S)N1c1cc(Cl)ccc1Cl (centres undefined)	-13	-2.6	0.6	8	0	-14	6	-0.1
COc1ccccc1NC(=S)NCc1ccccc1	7	-1.2	x	-2	-5	4	-4	0.0
CNc1nc(N/N=C/c2ccc([N+](=O)[O-])cc2)nc(Nc2ccccc2)n1	-11	x	6.5	x	-3	-4	6	0.0
COC1=CC(=O)C=C(OC)C1=O	-5	-0.1	0.5	-8	-6	79	2	0.9
O=C(CN1CCN(S(=O)(=O)c2ccc(Cl)cc2)CC1)Nc1ccc(N2CCOCC2)cc1	-7	-2.5	-1.5	6	-4	6	1	0.2
CCn1cc(C(=S)N2CCC(C(N)=O)CC2)c2ccccc21	1	-0.3	x	-1	-2	-6	1	-0.1
O=S(=O)(c1cc(F)ccc1F)N1CCC2(CC1)OCCN2S(=O)(=O)c1cccs1	-11	-0.6	1.4	x	-3	-3	-3	0.3
Cc1noc(C)c1NC(=O)N(C)C[C@H]1Oc2ccc(NS(C)(=O)=O)cc2CC(=O)N([C@H](C)CO)C[C@H]1C	x	-2.0	-3.9	5	x	7	-5	0.1
CCOC(=O)C1=NN(C(=O)Cc2ccccc2)C(O)(C(C)(C)C)C1 (centres undefined)	-15	2.5	0.0	x	-7	-8	x	0.7
CCCCCN(C(=O)CCC(=O)OC(C)C(=O)NCc1ccccc1)c1c(N)n(CCCC)c(=O)[nH]c1=O (centres undefined)	4	5.1	-0.1	x	-1	-3	-2	0.1
Cc1ccc(S(=O)(=O)Nc2cccc3c2O[C@@H](CN(C)S(=O)(=O)c2cccs2)[C@H](C)CN([C@@H](C)CO)C3=O)cc1	0	3.5	-0.2	-2	0	12	-11	0.1
O=c1[nH]nc(Br)c(=O)n1C(c1ccccc1)c1ccccc1	2	1.8	0.4	-1	3	x	10	0.2
Cc1cc(Br)ccc1NC(=O)c1sc2ncn(CC(=O)N3CCN(c4ccccn4)CC3)c(=O)c2c1C	-11	-2.8	x	-1	-3	-7	-1	0.1
CC(=O)/C=C/n1c(=S)oc2ccccc21	-2	x	0.2	x	1	12	-1	4.7
CCCNC(=O)N1C[C@H](O)COC[C@@H]2O[C@@H](CC(=O)N3CCOCC3)CC[C@H]21	-8	-3.3	0.0	-14	0	8	108*	0.0
Cc1cc(C)c2c(n1)SCC(=O)N2CC(=O)Nc1ccccc1Cl	-2	-4.4	0.0	0	-3	-5	-3	0.3
C/C(=N\NC(=O)CSc1nc2ccccc2[nH]1)c1ccncc1	-32	0.2	x	-12	0	17	-4	0.0
COCCNC(=O)Nc1ccc2nc(-c3ccco3)c(-c3ccco3)nc2c1	-114	2.2	x	x	80*	-26	-8	-0.1
O=c1[nH]c(CN2CCN(c3ncccn3)CC2)nc2c(Br)cc(Br)cc12	-104	-0.5	x	-9	1	-14	7	-0.2
CCOc1ccc(NC(=O)CSc2ccc(-c3ccco3)nn2)cc1	-11	1.8	0.6	0	10	33	16	0.0
(cont.)
SMILES	RAD52 inh	CFTR F508del cor	E-sel inducer	RAD54 inh	CASP6 VEID inh	INS-1E GSIS act	DENV2 CPE rescue	Xi reactivation
Cc1ccc(C(=O)N2CCN(c3cnn(C)c(=O)c3Cl)CC2)cc1	-12	1.9	-2.8	x	-1	2	-3	0.1
O=C1CN=C(Nc2ccccc2Cl)N1c1ccccc1	-3	x	x	-16	0	8	x	x
COCC(=O)Nc1cc(C)cn(Cc2ccccc2Cl)c1=O	-16	2.7	x	-1	2	40	-6	-0.1
O=C(CSc1ccc(Cl)cc1)NCc1ccco1	-8	-0.1	1.7	x	-1	-3	-4	-0.1
CCC(=O)N(Cc1ccc(C)cc1)Cc1cc2cc3c(cc2[nH]c1=O)OCO3	-9	1.6	x	-2	3	-5	x	x
COc1cc(C2OCC3C(c4ccc(OC5OC(CO)C(O)C(O)C5O)c(OC)c4)OCC23)ccc1O (centres undefined)	0	-2.0	x	-2	4	-3	-28	x
CC(=O)Oc1ccccc1C(=O)C=Cc1cccc([N+](=O)[O-])c1	-124	-0.9	0.3	9	4	x	1	1.2
N#Cc1ccsc1NC(=O)c1cccc(-n2cnnn2)c1	-18	5.6	x	-3	4	11	-2	0.0
NC(=O)c1nc2c([nH]c1=O)CCCC2	-19	-0.6	0.5	1	x	9	-2	0.0
O=C(O)C1CCCN1c1nc(Cl)ccc1[N+](=O)[O-] (centres undefined)	-23	-0.2	-0.2	-3	16	10	-14	0.0
C[C@@H]1CCCCO[C@@H](CN(C)S(=O)(=O)c2ccc(F)cc2)[C@H](C)CN([C@@H](C)CO)C(=O)c2cc(NC(=O)Nc3ccc4c(c3)OCO4)ccc2O1	8	1.2	-0.1	2	0	35	4	0.4
COc1ccc(N(C(C)=O)S(=O)(=O)c2cccs2)cc1	0	x	x	8	-1	-3	x	x
C[C@@H]1CCCCO[C@@H](CN(C)S(=O)(=O)c2cn(C)cn2)[C@@H](C)CN([C@H](C)CO)C(=O)c2cc(NC(=O)CCCN(C)C)ccc2O1	-8	-1.0	0.2	3	3	22	-2	0.0
Cc1cccc(C)c1NC(=O)N1CCCC1C(=O)Nc1ccc(-n2cnnn2)cc1 (centres undefined)	-12	1.5	0.2	1	x	14	-11	0.0
C=CCn1c(C)cc(-c2csc(NC)n2)c1C	-26	0.4	0.3	-23	2	-17	3	0.0
CNC[C@@H]1Oc2cc(-c3cccnc3)ccc2S(=O)(=O)N([C@H](C)CO)C[C@H]1C	-19	0.6	x	-1	-2	0	-4	0.1
COc1ccc(CNC(=O)C(c2ccco2)N(C(=O)c2ccccn2)c2ccccc2)cc1 (centres undefined)	-34	2.2	x	x	8	3	x	0.1
c1ccc(COc2ncnc3c2ncn3CCCNCc2cccs2)cc1	-22	1.7	-0.4	-2	3	-22	u	-0.1
COc1ccc(NC(=O)N(CCCN(C)C)Cc2cc3cc(OC)ccc3[nH]c2=O)cc1	x	x	0.6	13	x	4	x	-0.1
Cn1c(N)c(C(=O)COC(=O)Cc2ccc(Br)cc2)c(=O)n(C)c1=O	0	-1.1	2.2	4	1	13	10	0.0
COc1cccc(NC(=O)Cn2c(=O)n(CCC(=O)NCc3ccco3)c(=O)c3ccccc32)c1	-4	0.3	2.1	x	5	-12	-4	0.0
Cc1ccc(/C=N/Nc2nnc(Cc3ccccc3)c(=O)[nH]2)o1	-34	1.9	x	x	2	16	u	0.2
C/C=C/c1ccc2c(c1)O[C@H](CN(C)C(=O)Nc1ccccc1)[C@H](C)CN([C@@H](C)CO)S2(=O)=O	11	-0.9	0.9	-1	1	-10	10	-0.8
Cc1ccc(S(=O)(=O)N2[C@@H]3CNC[C@H]2C3c2ccc(/C=C/c3ccccc3)cc2)cc1 (some centres undefined)	53*!	1.0&1.6	0.4&0.2	x	0&1	-8&4	4&-4	0.0&0.0
CO[C@H]1CN(C)C(=O)c2ccc(NC(=O)C3CCC3)cc2OC[C@H](C)N(Cc2cccnc2)C[C@@H]1C	15	2.4	-0.1	10	-1	0	-8	0.1
More records follow:
SMILES	RAD52 inh	CFTR F508del cor	E-sel inducer	RAD54 inh	CASP6 VEID inh	INS-1E GSIS act	DENV2 CPE rescue	Xi reactivation
O=C(Nc1nc(-c2cccc3ccccc23)cs1)c1ccc2c(c1)S(=O)(=O)c1ccccc1C2=O	-27	-2.1	-0.7	-14	4	-2	0	0.1
NC(=O)NN=C1CCN2CCCc3cccc1c32	14	-0.6	0.0	5	-3	5	1	0.3
C[C@@H](CO)NC(=O)c1[nH]cnc1C(=O)Nc1ccccc1	-4	-2.5	x	x	-4	1	-5	0.1
O=C(c1ccccc1)c1ccccc1C(=O)N1CCN(C(=O)c2ccccc2)CC1	-7	-0.2	1.9	x	6	-3	-1	0.0
COc1ccc(S(=O)(=O)Nc2c(C(=O)O)[nH]c3ccccc23)cc1OC	x	-2.9	0.8	x	x	30	x	0.0
Cc1nc2nc(CNC(=O)OC(C)(C)C)nn2c(C)c1CCC(=O)Nc1ccc2c(c1)OCO2	-8	-0.7	x	1	6	2	3	0.0
COC(=O)[C@]1(Cc2ccccc2)N[C@H](CN(C)C(=O)C2CCCCC2)[C@@H]2C(=O)N(C)C(=O)[C@@H]21	-1	-0.2	1.3	-8	x	-6	u	0.1
COCC1CCCCN1C(=O)C1CCN(c2nc(-c3ccccc3)nc3c2CCC3)CC1 (centres undefined)	-9	-2.3	x	-12	2	12	18	-0.1
CC(=O)Nc1ccc2nc(NS(=O)(=O)c3ccc(C)cc3)sc2c1	-18	-4.5	x	x	6	4	1	0.0
CCn1c(Cl)c(C=O)s/c1=N\S(=O)(=O)c1ccccc1	-104	-3.5	x	-12	-4	58*	-17	35*
COC(=O)CCc1nc2ccccc2nc1OC	-4	-1.6	-1.5	x	-1	19	-8	0.1
O=C(NC1CCCCC1)C1c2ccccc2OCC(=O)N1Cc1cccnc1 (centres undefined)	-10	-1.4	x	x	-1	0	u	0.8
O=C(NCc1ccccn1)C1CCCCC1	-4	-1.4	7.3	1	2	x	-2	-0.1
Cc1c(CCC(=O)O)c(=O)oc2cc3occ(-c4ccc(Br)cc4)c3cc12	-9	-0.5	x	-21	16	-13	4	0.0
CN1C(=O)c2cc(NC(=O)C3CCCCC3)ccc2OC[C@@H]2O[C@H](CC(=O)NC3CCCC3)CC[C@@H]21	0	-0.3	0.0	2	1	-8	-12	0.1
CCOc1ccc2nc(NCCNC(=S)NCCCN(C)C)c(C#N)cc2c1	37	0.5	6.4	x	-37	2	-2	0.2
CCO[C@@H]1OC(C(=O)N2CCN(Cc3ccc4c(c3)OCO4)CC2)=C[C@H](C2CC2)[C@H]1CCCO	-7	-0.6	-0.2	3	3	-36	0	0.1
C[C@H]1CN([C@@H](C)CO)C(=O)Cc2cc(NS(=O)(=O)c3ccccc3)ccc2O[C@@H]1CN(C)Cc1ccc(C(=O)Nc2ccccc2N)cc1	-1	1.6	0.9	7	40*	-9	-1	0.0
COc1cc(NC(=O)Cc2nn(C)c(=O)c3ccccc23)cc(OC)c1OC	-17	1.3	x	3	3	-9	2	x

2 of these compounds in another layout:
Sequence of screens – RAD52 inh | CFTR F508del cor | E-sel inducer | RAD54 inh | CASP6 VEID inh | INS-1E GSIS act | DENV2 CPE rescue | Xi reactivation
- N#Cc1ccsc1NC(=O)c1cccc(-n2cnnn2)c1
  -18 | 5.6 | x | -3 | 4 | 11 | -2 | 0.0
- O=c1[nH]c(CN2CCN(c3ncccn3)CC2)nc2c(Br)cc(Br)cc12
  -104 | -0.5 | x | -9 | 1 | -14 | 7 | -0.2

Screens deposited in PubChem by Broad Institute.
